Screens from PubChem BioAssay.
Tb PFK block = qHTS Assay to Find Inhibitors of T. brucei phosphofructokinase | T. brucei PFK, ADP-Glo luminescence | Potency, µM (doses to about 57.5 µM), for inactives: top-dose activity, negative = inhibition, hits mostly inhibitors | hit rate 0.17% among 330,000;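 note: potency is the fitted concentration of half-maximal effect; 0% = uninhibited 1x PFK enzyme wells and -100% = no-enzyme wells; nearly all actives have a fitted effect of over 60% in size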
Target sequence (O15648 whole entry, looked up): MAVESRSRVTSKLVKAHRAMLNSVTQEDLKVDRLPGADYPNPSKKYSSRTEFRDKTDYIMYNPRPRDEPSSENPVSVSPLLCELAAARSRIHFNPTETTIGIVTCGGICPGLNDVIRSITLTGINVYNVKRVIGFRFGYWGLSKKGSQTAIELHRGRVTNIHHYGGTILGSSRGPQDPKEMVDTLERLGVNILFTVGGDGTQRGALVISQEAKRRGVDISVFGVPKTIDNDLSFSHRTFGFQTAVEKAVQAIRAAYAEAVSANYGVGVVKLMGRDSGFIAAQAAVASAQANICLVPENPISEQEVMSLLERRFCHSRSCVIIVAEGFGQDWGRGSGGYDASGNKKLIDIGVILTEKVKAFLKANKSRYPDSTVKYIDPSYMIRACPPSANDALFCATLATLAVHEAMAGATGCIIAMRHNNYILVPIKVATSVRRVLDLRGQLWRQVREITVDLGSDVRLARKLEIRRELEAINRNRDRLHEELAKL
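PFK 1.25 nM, F6P 0.5 mM, ATP 0.1 mM, 0.1 M TEA pH 8.0, 5 mM MgCl2, 0.01% Tween20, 0.1% BSA; 45 min RT. ADP-Glo readout. qHTS titration up to 57 uM; curves fitted, compounds curve-classed.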
TRPV1 ag = HTS Assay for Compounds that Act as Agonists of the Vanilloid Receptor 1; Transient receptor potential cation channel subfamily V member 1 (Homo sapiens), Q8NER1; TRPV1-expressing cells, Fluo-8 calcium influx, agonist mode; activation, % at 8.33 µM; hit rate 0.19% among 320,000; AID 540275, 2011; in the data active = activation above about 80%; inconclusive = between about 30% and that limit; note: 0% is about no effect
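TRPV1-expressing cells were cultured overnight at 35.5C and loaded with Fluo-8 calcium dye for 40 to 90 min at room temperature. After a 10 s baseline, compound was added and calcium influx was read kinetically for 3 min (ex 480/em 520 nm).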
BRCA1 expr up = qHTS Assay to Identify Small Molecule Activators of BRCA1 Expression. hit rate 1.1% among 380,000. Potency, µM (highest dose often 46.1 µM), for the others: at the highest dose activation, actives largely listed as activators. MCF7-BRCA1-FFLuc reporter, luminescence, 48 h; response scale: scaled: vehicle 0%, 10 µM genistein 100%; note: potency is the fitted concentration of half-maximal effect; nearly all actives have a fitted effect of over 80% in size; some results filed as inactive show a strong effect at the top dose
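Activators of BRCA1 expression were detected as increased firefly luciferase luminescence in engineered MCF7 cells after 48 h compound incubation. Signals were scaled to genistein 10 microM as full activation.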
Rab9 prom act = qHTS Assay for Rab9 Promoter Activators; Huh7 Rab9 promoter-luciferase reporter, luminescence, 24 h; Potency, µM (series often up to 9.22 µM), for the others: at the top dose activation, negative = inhibition, hits mostly activators; hit rate 2.8% among 320,000; AID 485297, 2010; note: potency is the fitted concentration of half-maximal effect; % of control where 0% means no effect; nearly all actives have a fitted effect of over 60% in size
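Huh7 cells stably carrying a Rab9 promoter-luciferase reporter, 1500 cells per well in OP-MEM I with 10% FBS, treated with compound 24 hours at 37C. Luciferase activity read by luminescence after 10 minutes with Amplite reagent.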
RORgamma inh = qHTS for inhibitors of ROR gamma transcriptional activity | Drosophila S2 Gal4-RORgamma UAS-luciferase reporter, 20 h | Potency, µM (titrated, usually from 53.6 µM), for the others: top-dose activity change, negative = inhibition, usual class: inhibitors | hit rate 5.4% among 310,000 | AID 2551, 2010; note: potency is the fitted concentration of half-maximal effect; % is set by controls: 0 for no effect and ±100 for the full control effect; nearly all actives have a fitted effect of over 60% in size
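Stable Schneider cell line, Gal4 DNA-binding domain fused to ROR gamma, UAS-luciferase. Cmpd 1 hr RT → CuSO4 700 uM final → 20 hr RT → luciferase reagent 10 min → luminescence.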
p53 reactivation = qHTS assay for re-activators of p53 using a Luc reporter; H1299 p53-A138V BP100-luciferase reporter, luminescence, 24 h; hit rate 0.063% among 320,000; Potency, µM (top dose mostly 92.2 µM), for inactives: at the top dose activity change, positive = activation, actives largely listed as activators; note: potency is the fitted concentration of half-maximal effect; % of control where 0% means no effect; nearly all actives have a fitted effect of over 45% in size
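H1299 (p53-null), stable ts p53-A138V + BP100-Luc; 1000 cells/well, Opti-MEM/10% FBS; cpd 4 pt, 1:5; 24 h, 37 deg C, 5% CO2; detection reagent 10 min RT; luminescence.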
ELG1 genotox = qHTS screen for small molecules that induce genotoxicity in human embryonic kidney (HEK293T) cells expressing luciferase-tagged ELG1 | HEK293T ELG1-luciferase reporter, luminescence, 16 h | hit rate 1.3% among 330,000 | Potency, µM (series often up to 46 µM), without a hit: top-dose activity change, positive = activation, most hits filed as activators; note: potency is the fitted concentration of half-maximal effect; % of control where 0% means no effect; nearly all actives have a fitted effect of over 60% in size
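HEK293T cells expressing luciferase-tagged ELG1 were treated with compound or DMSO for 16 hr at 37°C. Luciferase activity was then read after 30 min with ONE-Glo at room temperature; rising signal flags genetic stress.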
ELG1 DNA repair = qHTS screen for small molecules that inhibit ELG1-dependent DNA repair in human embryonic kidney (HEK293T) cells expressing luciferase-tagged ELG1. AID 504467, 2011. HEK293T ELG1-luciferase reporter, luminescence, 16 h; DNA damage induced by 5-fluorouridine. hit rate 2.3% among 330,000. Potency, µM (top dose mostly 46.1 µM), for the others: top-dose activity change, negative = inhibition, usual class: inhibitors; note: potency is the fitted concentration of half-maximal effect; % is set by controls: 0 for no effect and ±100 for the full control effect; nearly all actives have a fitted effect of over 55% in size
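Luminescence from the luciferase reporter, measured 30 min after ONE-Glo reagent at room temperature, was the read-out. Beforehand, 2,000 cells per well were exposed for 16 hr at 37 °C to 5-fluorouridine together with compound or vehicle.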
VP16 counter = VP16 counterscreen qHTS for inhibitors of ROR gamma transcriptional activity; Drosophila S2 Gal4-VP16 UAS-luciferase, luminescence, 20 h; Potency, µM (titrated, usually from 53.6 µM), inactives show at the highest dose activity, negative = inhibition, most hits filed as inhibitors; hit rate 3.5% among 310,000;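 note: Gal4-VP16 expression switched on by copper sulfate through the metallothionein promoter; potency is the fitted concentration of half-maximal effect; % is set by controls: 0 for no effect and ±100 for the full control effect; nearly all actives have a fitted effect of over 50% in size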
NPC1 prom act = qHTS Assay for NPC1 Promoter Activators; Huh7 NPC1 promoter luciferase reporter, 24 h; Potency, µM (series often up to 9.22 µM), for inactives: top-dose activation, hits mostly activators; hit rate 2.4% among 320,000;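 note: potency is the fitted concentration of half-maximal effect; % of control where 0% means no effect; nearly all actives have a fitted effect of over 60% in size; reporter is driven by a mutant NPC1 promoter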
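In 1536-well qHTS, Huh7 cells harboring an NPC1 promoter–luciferase construct received compound for 24 h; activation was quantified by luminescence following luciferase reagent addition.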
FLuc counter = qHTS profiling assay for firefly luciferase inhibitor/activator using purifed enzyme and Km concentrations of substrates (counterscreen for miR-21 project) | purified FLuc, Km substrates, luminescence inhibition | Potency, µM (doses to about 57.5 µM), for inactives: at the highest dose activity change, negative = inhibition, actives largely listed as inhibitors | hit rate 6.9% among 360,000;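 note: potency is the fitted concentration of half-maximal effect; plate controls were vehicle for no effect and reference inhibitor for full effect; nearly all actives have a fitted effect of over 55% in size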
Target sequence (P08659 whole entry, looked up): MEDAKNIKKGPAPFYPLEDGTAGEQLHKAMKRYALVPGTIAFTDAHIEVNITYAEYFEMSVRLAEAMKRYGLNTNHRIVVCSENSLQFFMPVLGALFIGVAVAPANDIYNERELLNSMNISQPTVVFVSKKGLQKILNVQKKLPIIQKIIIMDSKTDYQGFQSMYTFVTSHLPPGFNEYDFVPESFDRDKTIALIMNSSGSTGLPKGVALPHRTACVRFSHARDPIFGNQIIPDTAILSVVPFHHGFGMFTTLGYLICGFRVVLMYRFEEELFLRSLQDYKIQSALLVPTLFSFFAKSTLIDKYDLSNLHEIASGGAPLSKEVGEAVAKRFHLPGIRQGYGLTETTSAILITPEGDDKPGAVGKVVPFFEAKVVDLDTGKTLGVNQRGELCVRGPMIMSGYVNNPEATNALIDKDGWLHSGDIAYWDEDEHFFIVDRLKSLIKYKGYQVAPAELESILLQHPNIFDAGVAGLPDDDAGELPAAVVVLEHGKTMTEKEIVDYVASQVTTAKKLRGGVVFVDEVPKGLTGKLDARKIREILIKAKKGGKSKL
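Purified P. pyralis luciferase (10nM final) with 10uM D-luciferin and 10uM ATP (Km levels) in 50mM Tris acetate pH 7.5, 10mM Mg acetate, 0.01% Tween-20, 0.05% BSA; qHTS 6-point titration, ~60 µM downward; luminescence read.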
* hit, by the source's call; ? = inconclusive; / = not tested or not shown. Unless noted, calls come from the whole dose curve; as a rule, active = well fitted curve in the direction sought with a large enough effect; inconclusive = small, poorly fitted or top-dose-only effect, or another doubt; inactive = no such curve, though single readings can be large; an effect the other way counts as inactive or inconclusive.

SMILES	Tb PFK block	TRPV1 ag	BRCA1 expr up	Rab9 prom act	RORgamma inh	p53 reactivation	ELG1 genotox	ELG1 DNA repair	VP16 counter	NPC1 prom act	FLuc counter
CC(C)(C)C(=O)Nc1ccc2oc(-c3cc(F)c(F)cc3Cl)nc2c1	1%	1	?	4.5µM*	-27%	?	5.2µM*	?	?	?	2.7µM*
O=C(Cn1cnc2c(nnn2Cc2ccccc2)c1=O)NCc1ccco1	-7%	-1	10%	-1%	-4%	-2%	1%	4%	-9%	2%	4%
COc1ccc(CNC(=O)Cc2csc(Nc3nc(=S)[nH]c4ccccc34)n2)cc1	5%	-1	-41%	6%	1.8µM*	0%	1%	-5%	13µM*	-1%	-2%
CN1CCN(C(=S)c2cn(Cc3cccc(F)c3)c3ccccc23)CC1	-3%	15	-66%	1%	13µM*	-2%	12%	6%	-8%	-3%	0%
COc1cccc(CC(=O)Nc2ccc3c(c2)CCC3)c1	-1%	?	21%	7%	24%	2%	9%	-17%	-6%	1%	?
COc1cc(CNC2CCCCC2OC)cc(OC)c1 (configuration not stated)	-5%	6	-3%	-2%	-2%	-2%	-3%	-5%	-12%	-2%	-1%
O=C(NC1CC2CCCC(C1)N2C(=O)N1CCCCC1)C1CCCCC1 (configuration not stated)	1%	4	0%	-2%	?	-1%	0%	-2%	-2%	1%	-4%
CCN(CC)S(=O)(=O)c1ccc(N2CCOCC2)c(NC(=O)CCC2CCCCC2)c1	-1%	-9	-41%	2%	63%	-10%	0%	?	?	-6%	-12%
CCc1ccc(OCC(=O)N2CC(C(=O)OC)Oc3ccccc32)cc1 (configuration not stated)	-9%	9	8%	0%	38%	-1%	0%	-28%	2%	-1%	?
c1ccc2c(-c3[nH]ncc3CNCCCn3ncc4ccccc43)cccc2c1	-5%	14	0%	-26%	?	-3%	-7%	-5%	?	-9%	-2%
COc1cc(C(=O)COC(=O)c2cccs2)cc(OC)c1OC	-4%	/	-16%	/	/	6%	2%	-13%	/	/	/
COc1ccc(-c2nc(SC(C)C(=O)c3c(N)n(C)c(=O)n(C)c3=O)n[nH]2)cc1 (configuration not stated)	0%	-2	0%	-6%	/	-1%	-4%	-1%	/	2%	?

Taken from above:
Entry for CC(C)(C)C(=O)Nc1ccc2oc(-c3cc(F)c(F)cc3Cl)nc2c1 in ELG1 genotox: 5.2µM*
Entry for CCc1ccc(OCC(=O)N2CC(C(=O)OC)Oc3ccccc32)cc1 (configuration not stated) in Rab9 prom act: 0%

(further entries)
SMILES	Tb PFK block	TRPV1 ag	BRCA1 expr up	Rab9 prom act	RORgamma inh	p53 reactivation	ELG1 genotox	ELG1 DNA repair	VP16 counter	NPC1 prom act	FLuc counter
Nc1c(C(=O)c2ccccc2O)cnn1-c1ccc(S(=O)(=O)N2CCOCC2)cc1[N+](=O)[O-]	3%	0	/	-6%	14%	0%	-3%	-2%	13%	-2%	0%
Cc1c(/C=N/NC(N)=O)c2ccccn2c1C(=O)c1ccc(F)cc1	-1%	-6	-34%	-11%	2%	2%	5%	-19%	-13%	2%	0%
Nc1cccc2c1C(=O)N(C(=O)c1ccc(Cl)c(S(=O)(=O)N3CCCCCC3)c1)C2=O	?	4	-8%	-2%	32%	2%	-3%	-4%	9%	1%	-16%
C#CCOc1ccccc1CNC1CCN(Cc2ccccc2)CC1	-3%	6	-13%	-12%	-6%	-1%	-8%	-12%	1%	-2%	7%
[O-][N+]12CC[N+]([O-])(CC1)c1ccccc12	2%	3	-8%	-4%	6%	10%	0%	-13%	8%	-4%	0%
CC(=O)N1c2c(cc(Br)cc2S(=O)(=O)N2CCOCC2)CC1C (configuration not stated)	-4%	-1	0%	-1%	?	-5%	-13%	-1%	0%	-1%	0%
Cc1ccc(C)c(NC(=O)COC(=O)c2cc(=O)c3ccccc3o2)c1	-2%	0	31%	-5%	/	25%	1%	16%	/	-3%	0%
COc1ccc(CNC(=O)CN(C(=O)CCC(=O)Nc2ccccn2)c2ccc(C)cc2)cc1	3%	0	-41%	-2%	7%	2%	-11%	-2%	9%	1%	4%
O=C(COc1ccc(Cl)cc1)N(Cc1ccco1)C1CCS(=O)(=O)C1 (configuration not stated)	-4%	5	-5%	1%	31%	-4%	1%	6%	-10%	0%	-1%
CC(=O)c1cc(C(=O)N2CCc3c([nH]c4ccccc34)C2C2CCCCC2)[nH]n1 (configuration not stated)	3%	3	-36%	-5%	41%	0%	-1%	?	-6%	0%	-3%
Cc1nc(N/N=C/c2cccc(F)c2)cc(N2CCOCC2)n1	0%	29	-26%	1%	33%	/	-9%	?	-15%	-11%	-17%
OC(COCC1COc2ccccc2O1)CN1CCCCC1 (configuration not stated)	-1%	-3	5%	-2%	-38%	-13%	0%	22%	-4%	-3%	1%

Full records from above. Screens in order: Tb PFK block | TRPV1 ag | BRCA1 expr up | Rab9 prom act | RORgamma inh | p53 reactivation | ELG1 genotox | ELG1 DNA repair | VP16 counter | NPC1 prom act | FLuc counter
Listed for `O=C(COc1ccc(Cl)cc1)N(Cc1ccco1)C1CCS(=O)(=O)C1` (configuration not stated) : -4% | 5 | -5% | 1% | 31% | -4% | 1% | 6% | -10% | 0% | -1%
Listed for `OC(COCC1COc2ccccc2O1)CN1CCCCC1` (configuration not stated) : -1% | -3 | 5% | -2% | -38% | -13% | 0% | 22% | -4% | -3% | 1%
Listed for `[O-][N+]12CC[N+]([O-])(CC1)c1ccccc12` : 2% | 3 | -8% | -4% | 6% | 10% | 0% | -13% | 8% | -4% | 0%

Remaining list, next part.
SMILES	Tb PFK block	TRPV1 ag	BRCA1 expr up	Rab9 prom act	RORgamma inh	p53 reactivation	ELG1 genotox	ELG1 DNA repair	VP16 counter	NPC1 prom act	FLuc counter
COc1ccc(NC(=O)c2nc[nH]c2C(=O)N[C@H](C)c2ccccc2)cc1	-4%	5	0%	0%	6.3µM*	0%	-4%	?	7.9µM*	-3%	-13%
CSc1nc(N)c2c3c(sc2n1)CN(C)CC3	-2%	3	-3%	-6%	-1%	-3%	4%	?	0%	-3%	-11%
N#CC1=C(N)Oc2c(ccc3cccnc23)C1c1ccncc1 (configuration not stated)	-4%	/	-10%	1%	?	1%	1%	9.2µM*	-15%	-7%	-3%
Cc1cccc(C)c1OCC(=O)Nc1cccc(C(=O)O)c1	4%	-1	0%	2.5µM*	4%	-5%	?	?	-6%	1.4µM*	2.1µM*
O=C(Nc1cccc(S(=O)(=O)N2CCOCC2)c1)c1cc2ccccc2o1	1%	?	-14%	1%	14%	0%	-8%	21%	18%	1%	17µM*
CC(=O)NS(=O)(=O)c1ccc(NC(=O)c2cc(-c3cccs3)nc3ccccc23)cc1	8%	-2	-8%	0%	16%	2%	0%	7%	-2%	0%	?
CCOC(=O)c1nn(-c2ccc(Cl)cc2C)ccc1=O	3%	1	-5%	0%	-15%	22%	5%	20%	-2%	-1%	-1%
c1ccc2cc3[nH]c(CN4CCOCC4)nc3cc2c1	4%	8	80%	-1%	23%	8%	7%	?	-6%	10%	?
CCC(=O)Nc1ccc(Oc2ccc3c(c2)C(=O)N(c2ccc(O)cc2)C3=O)cc1	-1%	-3	6%	1%	-1%	8%	0%	-13%	-7%	-2%	3%
O=C1CCCCN1CCCC(=O)N1CCCC(Nc2ccc(F)cc2)C1 (configuration not stated)	4%	10	3%	-2%	0%	0%	-1%	14%	6%	-15%	-2%
Cn1c(Cn2cnc(Cl)c2Cl)nc2ccccc21	5%	-1	-10%	1%	-20%	1%	0%	-4%	11%	-1%	4%
COc1ccc(CN(C)C(=O)/C=C/c2ccc(S(=O)(=O)N3CCOCC3)cc2)cc1F	-8%	17	-19%	-20%	/	-7%	2%	23µM*	/	-6%	-1%
CCCCn1cnc(C(=O)OCC)c1N	5%	-2	56%	9%	-16%	?	6%	?	8%	11%	?
CC#CCc1cc2ccccc2c(=O)o1	10%	-3	-2%	-1%	-6%	0%	2%	-4%	21%	1%	-11%
COc1n[nH]c(C(=O)NCc2ccccc2)c1[N+](=O)[O-]	-4%	0	6%	0%	-42%	-2%	0%	-8%	6%	-1%	?
